# Screening results from PubChem BioAssay.
# TDP1 inh – qHTS Assay for Inhibitors of Tyrosyl-DNA Phosphodiesterase (TDP1) | Tyrosyl-DNA phosphodiesterase 1 (Homo sapiens), Q9NUW8 | recombinant TDP1, AlphaScreen DNA substrate cleavage | Potency, µM (series often up to 130 µM), without a hit: at the highest dose activity change, negative = inhibition, usual class: inhibitors | 350,000 tested, 0.28% active | AID 485290, 2010; note: nearly all actives have a fitted effect of over 40% in size
# Target sequence (Q9NUW8 whole entry, looked up): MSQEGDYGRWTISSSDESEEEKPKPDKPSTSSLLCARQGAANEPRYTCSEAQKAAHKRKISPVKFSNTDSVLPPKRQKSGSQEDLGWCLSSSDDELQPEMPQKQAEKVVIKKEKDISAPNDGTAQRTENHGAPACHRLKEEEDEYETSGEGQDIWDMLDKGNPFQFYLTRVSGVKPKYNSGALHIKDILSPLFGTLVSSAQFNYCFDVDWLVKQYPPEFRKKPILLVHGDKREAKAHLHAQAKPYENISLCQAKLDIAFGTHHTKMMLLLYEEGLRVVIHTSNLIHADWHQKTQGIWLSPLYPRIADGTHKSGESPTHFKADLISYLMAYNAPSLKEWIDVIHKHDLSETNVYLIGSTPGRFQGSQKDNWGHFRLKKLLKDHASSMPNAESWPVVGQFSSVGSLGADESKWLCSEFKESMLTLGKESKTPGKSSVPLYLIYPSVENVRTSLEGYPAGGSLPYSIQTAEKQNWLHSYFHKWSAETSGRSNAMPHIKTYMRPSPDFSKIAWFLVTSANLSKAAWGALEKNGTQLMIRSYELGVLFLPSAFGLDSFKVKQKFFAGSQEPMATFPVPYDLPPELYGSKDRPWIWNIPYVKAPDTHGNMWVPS
#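 Compounds were preincubated with Tdp1 (1 nM final) for 15 min at room temperature before substrate (15 nM final) started a 5 min reaction; beads (10 ug/ml final) were then added for 10 min before AlphaScreen detection.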
# TDP1 cell noCPT – qHTS for Inhibitors of human tyrosyl-DNA phosphodiesterase 1 (TDP1): qHTS in cells in absence of CPT; DT40 Tdp1-/- hTDP1 cells, no CPT, ATP luminescence, 48 h; Potency, µM (series often up to 46.2 µM), for the others: at the top dose activity change, negative = growth inhibition, most hits filed as inhibitors; 420,000 tested, 15% active; note: nearly all actives have a fitted effect of over 55% in size
#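 Readout: luminescence from CellTiter-Glo after 30 min in the dark at RT. Cells: DT40 Tdp1-/- with stable hTDP1, 400/well. Exposure: compounds alone, ≥48 hr, 37 °C.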
# DT40 TDP1 CPT – qHTS for Inhibitors of human tyrosyl-DNA phosphodiesterase 1 (TDP1): qHTS in cells in presence of CPT; 420,000 tested, 12% active; chicken DT40 Tdp1-/-;hTDP1 cells + 20 nM CPT, ATP luminescence, 48 h; AID 686979, 2013; Potency, µM (highest dose often 46.2 µM), without a hit: at the highest dose activity change, negative = growth inhibition, most hits filed as inhibitors; note: nearly all actives have a fitted effect of over 55% in size
#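 Cell growth measured by CellTiter-Glo luminescence after a minimum 48 h, 37 C compound exposure with 20 nM CPT in Tdp1-knockout DT40 cells stably expressing hTDP1, seeded 400/well; qHTS titration format.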
# * hit, by the source's call; ? = inconclusive; . = not tested or not shown; & = joins results of further samples; [ ] = dose if it differs, or a comment. Calls come from the whole dose curve; as a rule, active = well fitted curve in the direction sought with a large enough effect; inconclusive = small, poorly fitted or top-dose-only effect, or another doubt; inactive = no such curve, though single readings can be large; an effect the other way counts as inactive or inconclusive. % is set by controls: 0 for no effect and ±100 for the full control effect; potency is the fitted concentration of half-maximal effect.
molecule | TDP1 inh | TDP1 cell noCPT | DT40 TDP1 CPT
Cn1c(C(=O)NCc2ccc3c(c2)OCO3)cc2sccc21 | 4% | -15% | 2%
COC(=O)C1C2C=CC3(CN(C4CCCC4)C(=O)C13)O2 (stereo not given) | -1% | -5% | -4%
Cn1c(NCc2ccc(Cl)cc2)nc2ccccc21 | 3% | 15µM* | ?
COc1ccc(/C=C/c2c([N+](=O)[O-])c(=O)n(C)c(=O)n2C)c(OC)c1OC | 0% | ? | -8%
COC(=O)c1ccc(CSc2nc3c([nH]c4ccccc43)c(=O)n2-c2ccc(OC)cc2)o1 | 3% | 18µM* | 18µM*
Cc1noc(/C=C/N(C)C)c1S(=O)(=O)N(C)Cc1ccc(F)cc1 | 14% | ? | ?
CC1(C)CC(NS(=O)(=O)c2ccccc2)CC(C)(C)N1 | 7% | -22% | -21%
COC(=O)c1scc(S(C)(=O)=O)c1-n1cccc1 | . | -19% | -21%
CN(C)S(=O)(=O)c1cccc(NC(=O)COC(=O)CNC(=O)c2ccccc2F)c1 | 3% | -3% | -20%
CC12CC3CC(C)(C1)CC(C(=O)NC1=NCCS1)(C3)C2 | 2% | -23% | -2%
COc1cc(C2CC(=O)Oc3cc(C)cc(C)c32)cc(OC)c1OC (stereo not given) | 0%[56.1 µM] | -22% | 6%
CCOC(=O)c1c(NC(=O)CSc2nc3ccccc3[nH]2)sc2c1CC(C)(C)NC2(C)C | . | ? | ?
CC1=CC(C)C(C(=O)O)C(C(=O)O)C1 (stereo not given) | -3% | 3% | -5%
CC1=Nc2ccccc2/C1=C/c1c(N)n2c(S(=O)(=O)CC(C)C)nsc2nc1=O | 2% | -3% | -1%
CCCn1c(N)c(N(CCOC)C(=O)c2ccc(-c3ccccc3)cc2)c(=O)[nH]c1=O | 1% | 24% | 1%
Cc1noc(C)c1S(=O)(=O)N(CC(=O)NCc1ccc(F)cc1)c1ccc(C(C)C)cc1 | 4% | ? | ?
COc1ccc(C(=O)Nc2ccc(S(=O)(=O)N3CCN(C)CC3)cc2)cc1[N+](=O)[O-] | . | 9% | 1%
Cc1nn(-c2ccccc2)c(C)c1N | 5% | -45% | -13%
COc1ccccc1CNC(=O)C1CCCN(S(=O)(=O)c2cnc[nH]2)C1 (stereo not given) | 0% | 2% | 5%
C#CCOCCOCCOCCNc1nc(N2CCN(C(=O)[C@H]([C@@H](C)CC)n3cc(CCCN=C(N)N)nn3)CC2)nc(N2CCN(C(=O)[C@H]([C@@H](C)CC)n3cc(CCC(=O)O)nn3)CC2)n1 | . | 2% | 16%
O=C(Cc1ccccc1)NCc1ccncc1 | 0% | 17% | -5%
CCOC(=O)C1CC(c2ccccc2)=NNC1=O (stereo not given) | -5% | 5% | 12%
Cc1cccc(NC(=O)NCc2ccc3c(c2)cc(C)n3C)c1 | 10% | -24% | ?
COc1ccccc1CCCNC(=O)C1CCC(=O)N(CCN2CCOCC2)C1 (stereo not given) | 2% | 19% | 1%
COc1cccc(OCCNC(=O)c2ccccc2Sc2ccccc2C#N)c1 | 0% | 16µM* | ?
CCOC(=O)C1CCCN(C(=O)c2ccc3c(c2)OCO3)C1 (stereo not given) | 0% | -31% | -4%
CC(=O)C(Cc1cccc(F)c1)(Cc1cccc(F)c1)C(C)=O | 3% | -7% | -16%
CC1CC(C)CN(CCOc2ccccc2-c2ccccc2)C1 (stereo not given) | -1% | ? | ?
CC(/C=N/N1CCN(Cc2ccccc2)CC1)=C\c1ccccc1 | 6% | ? | -19%
Cc1cc(C)n(C(=O)CNC(=O)C(c2ccccc2)c2ccccc2)n1 | -1% | -9% | 10%

# The final four compounds of the section above come first, to join the parts.
molecule | TDP1 inh | TDP1 cell noCPT | DT40 TDP1 CPT
CC(=O)C(Cc1cccc(F)c1)(Cc1cccc(F)c1)C(C)=O | 3% | -7% | -16%
CC1CC(C)CN(CCOc2ccccc2-c2ccccc2)C1 (stereo not given) | -1% | ? | ?
CC(/C=N/N1CCN(Cc2ccccc2)CC1)=C\c1ccccc1 | 6% | ? | -19%
Cc1cc(C)n(C(=O)CNC(=O)C(c2ccccc2)c2ccccc2)n1 | -1% | -9% | 10%
O=C(O)C1CCCCC1C(=O)NCCc1cccc(Cl)c1 (stereo not given) | 5% | -5% | -16%
O=C(COC(=O)c1ccc(Cl)nc1)NNC(=O)c1ccc(Br)cc1 | -7% | 16% | 0%
Cc1ccccc1OCC(=O)Nc1ccc2[nH]ncc2c1 | 3% | -27% | -6%
CC(NC(=O)c1ccccc1Cl)c1ccc(-n2ccnc2)cc1 (stereo not given) | . | 21% | -1%
O=C(O)c1ccc(CNc2ncnc3nc[nH]c23)cc1 | 0% | -2% | 8%
O=C(NCCCN1CCCC1=O)c1ccc(CNS(=O)(=O)c2ccc(F)cc2)cc1 | 2% | 1% | -14%
Cc1ccc(CN2CCSc3ccc(C(=O)N4CCN(c5cccc(C)c5C)CC4)cc32)cc1 | 1% | 5.2µM* | 8.2µM*
COc1cc(OC)cc(C(=O)NCc2cc(C)nc3ccccc23)c1 | 0% | ? | ?
O=C1CCN(C(=O)/C=C/c2ccccc2)c2ccccc21 | 5% | -7% | 18%
COC(=O)c1ccc2c(=O)n(NC(=O)C(c3ccccc3)c3ccccc3)c(=S)[nH]c2c1 | 6% | ? | -21%
CCOC(=O)N1CCC(c2cc(=O)n3[nH]c(-c4ccccc4)cc3n2)CC1 | -1% | -13% | -26%
COc1ccccc1C(=O)NCc1nnnn1-c1ccc(C)c(C)c1 | 3% | -10% | 5%
Cc1ccc(-n2nc(C)c3c(C(=O)NCc4ccccc4)cc(C4CC4)nc32)cc1 | 0% | -21% | -18%
N=C(CC1CC(=O)NC(=O)C1)C1=C(O)CCCC1=O | 3% | -5% | 11%
Cn1cccc1C(=O)N1CCC2(CC1)CCN(c1ccccn1)CC2 | . | 15µM* | ?
Cc1cc(C)n2ncnc2n1 | 2% | 21% | -3%
CC1CN(C(=O)c2ccc(NS(=O)(=O)c3ccc(C(C)(C)C)cc3)cc2)CC(C)O1 (stereo not given) | 2% | 9.2µM* | 15µM*
Cc1cc(C)n(-c2ccc(C(=O)Nc3nc4ccccc4s3)cc2)n1 | 1% | -17% | -27%
C/C(=N\Nc1cccc([N+](=O)[O-])c1)c1cc(F)ccc1O | 0% | 13µM* | ?
COc1ccc(NC2CCCN(C(=O)c3cccc(C(F)(F)F)c3)C2)cc1OC (stereo not given) | 5% | ? | -20%
COC(=O)C1CC(=O)N(c2ccc(C)cc2)C1 (stereo not given) | 8% | 9% | 3%
CC1=C(c2ccc(C(C)C)cc2)S(=O)(=O)N=C1N1CCC(C(=O)NCCc2ccco2)CC1 | 11% | ? | 23µM*
Nn1c(SCC(=O)N2CCOCC2)nnc1-c1ccccc1Cl | -7% | 5% | 6%
CCc1ccc(NC(=O)[C@H](C)NC(=O)C2CCN(C(=O)[C@@H](N)Cc3ccccc3)CC2)cc1 | . | 16µM* | ?
Cc1ccc(Sc2ncccc2O)cc1 | . | -2% | 1%
CCCOc1ccc(-c2nc(SCc3ccccc3)[nH]c(=O)c2C#N)cc1OC | . | ? | ?
CCN(CC)C(=O)c1cc(-c2ccc(Cl)cc2)on1 | 4% | -7% | -19%
Cc1ccc(C(=O)Nn2c(C)nc3ccccc3c2=O)cc1C | . | -17% | ?
COc1ccc(-c2[nH]ncc2C(=O)NCc2ccccc2OC)cc1 | 7% | -23% | -1%
COc1ccc(-n2nc(C#N)c(Cl)cc2=O)cc1 | 3% | 4.6µM* | 3.3µM*

# The list continues.
# Every second line gives: TDP1 inh, TDP1 cell noCPT, DT40 TDP1 CPT
- Cc1cc(C)cc(C(=O)NCc2ccc3c(c2)OCO3)c1
    2%, 15%, -30%
- O=C(O)/C=C/C(=O)Nc1nc(-c2ccc3ccccc3c2)cs1
    ., -20%, -12%
- NNC(=O)/C(=N/Nc1ccccc1)S(=O)(=O)c1ccc(Cl)cc1
    11%, ?, ?
- Cc1ccc(NC(=O)c2cnccn2)c(C)c1
    2%, -7%, 5%
- COc1ccc(N2Cc3ccccc3C2=NC(=O)c2ccc(C)cc2)cc1OC
    5%, -20%, ?
- Cc1c(/C=N/NC(=O)c2cc(C(C)(C)C)[nH]n2)c2ccccc2n1C
    0%, 10%, 9%
- CN1C(=S)N2CCCN2C1c1ccccc1 (stereo not given)
    -1%, -11%, -16%
- O=C(Nc1cccc(-c2nc3ccccc3s2)c1)c1cc(-n2cnnc2)ccc1Cl
    7%, 16µM*, 9.2µM*
- COC(=O)CSc1nc2ccccc2nc1SCC(=O)OC
    6%, 2%, 4%
- CNCC(=O)N(CC(C)C)c1c(N)n(CC(C)C)c(=O)[nH]c1=O
    5%, 24%, 18%
- Cc1cccc(Nc2nc(C)cc(C)n2)c1
    ., -12%, -5%
- CCN1CCN(C(=O)C2c3cc(OC)c(OC)cc3C(=O)N3CCc4ccccc4C23)CC1 (stereo not given)
    6%, -3%, 4%
- Cc1cc(-c2csc(N)n2)c(C)n1CCC(C)C
    5%, ?, ?
- COCCNC(=O)Cn1cc(/C=C(\C#N)C(=O)NC2CC2)c2ccccc21
    ., 4%, -8%
- COC(=O)c1cc(Br)c(=O)n(-c2ccccc2OC)c1
    7%, -5%, -3%
- CCn1c(C)c(C(=O)O)c2cc(OC)c3ccccc3c21
    ., 16%, -20%
- CC(=O)Nc1cc(-c2ccc(N3CCN(C)CC3)cc2)cn2c(-c3ccc(S(C)(=O)=O)cc3)cnc12
    ., 21µM*, 15µM*
- COC(C(=O)Nc1ccc(S(=O)(=O)Nc2ccc(F)cc2)cc1)c1ccccc1 (stereo not given)
    1%, ?, ?
- CC(=O)Nc1ccc(Nc2ccc([N+](=O)[O-])cn2)cc1
    ., 9.2µM*, ?
- COc1cccc(-c2nc(CS(=O)(=O)CC(=O)Nc3cccc(C(C)=O)c3)c(C)o2)c1
    5%&5%, ?, ?
- COc1ccc(-c2nnc(SCC(=O)Nc3ccc(C(C)C)cc3)nc2-c2ccc(OC)c(OC)c2)cc1OC
    1%, ?, ?
- CCCN1CCN(CCCNC(=O)c2cc3c(=O)n(C)c4ccccc4c3n2C)CC1
    1%, ?, ?
- O=C(Nc1ccn(CCCN2CCN(Cc3cccc4ccccc34)CC2)c(=O)n1)OCc1ccccc1
    ., 18µM*, 16µM*
- CCC1(C)Cc2ccccc2-c2nc3n(c(=O)c21)CCCCC3 (stereo not given)
    0%, ?, -28%
- O=C(N/N=C/c1ccco1)c1cccc(N2CCCC2=O)c1
    ., -23%, -16%
- C=CCNC(=S)NS(=O)(=O)c1cccs1
    0%, -11%, -1%
- CN(CC1COc2ccccc2O1)C(=S)NC1CCCCC1 (stereo not given)
    7%, ?, ?
- COc1ccc(-c2cc(C(F)F)nc(-n3nc(C)cc3C)n2)cc1
    1%, ?, -17%
- CCOC(=O)c1cnn2c(C(F)(F)F)cc(-c3ccccc3)nc12
    3%, -27%, ?
- O=C(COC(=O)c1ccc(S(=O)(=O)N2CCc3ccccc3C2)cc1)NC(=O)NCc1ccco1
    -7%, -29%, ?

# Single records (already shown). Screens in order: TDP1 inh	TDP1 cell noCPT	DT40 TDP1 CPT
# Profile of Cc1cccc(Nc2nc(C)cc(C)n2)c1 = .	-12%	-5%
# Profile of N=C(CC1CC(=O)NC(=O)C1)C1=C(O)CCCC1=O = 3%	-5%	11%

# (listing goes on)
# Every second line gives: TDP1 inh, TDP1 cell noCPT, DT40 TDP1 CPT
- CCCCOc1cccc(C(=O)N(Cc2ccco2)C2CCS(=O)(=O)C2)c1 (stereo not given)
    1%, ?, ?
- CCN(CC)S(=O)(=O)c1ccc(OC)c(-n2cnnn2)c1
    0%&8%, -20%&12%, 27%&3%
- O=C(NCc1cccc(CNC(=O)c2ccco2)c1)c1ccco1
    4%, -9%, -12%
- CC(C)Cc1nn2c(=O)cc(COC(=O)c3ccc(NC(=O)CCc4ccccc4)cc3)nc2s1
    6%, -21%, 1%
- Cc1ccc(C(=O)O/N=C/c2c(Cl)n(C)c3ccccc23)cc1
    3%, ?, ?
- CC(C)CNCC1OCc2ccccc2CO1
    ., 10%, -2%
- Cc1nn(-c2cc(N3CCOCC3)ccc2[N+](=O)[O-])c(=O)c2ccccc12
    4%, -4%, -22%
- CC(C)NC(=O)Nc1ccc2c(c1)C(=O)N([C@H](C)CO)C[C@H](C)[C@@H](CN(C)S(=O)(=O)c1cccs1)O2
    0%, 7%, 4%
- CC1CCCN(C(C(=O)Nc2ccc(C(C)C)cc2)c2ccc3c(c2)OCO3)C1 (stereo not given)
    -2%, 18µM*, 18µM*
- CCCCN(CCCC)Cc1cc(=O)oc2cc(OC)ccc12
    ., ?, ?
- O=C(NN=Cc1ccccc1C(=O)O)c1ccc(NS(=O)(=O)c2cccs2)cc1
    2%, 13%, 6%
